FLuc modulator: inhibits or activates purified firefly luciferase, miR-21 counter-screen; P08659; purified FLuc, Km substrates, luminescence inhibition; Potency, µM (series often up to 57.5 µM), for inactives: top-dose activity change, negative = inhibition, usual class: inhibitors; 360,000 tested, 6.9% active; AID 588342;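 note: potency is the fitted concentration of half-maximal effect; plate controls were vehicle for no effect and reference inhibitor for full effect; nearly all actives have a fitted effect of over 55% in size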
Target sequence (P08659 whole entry, looked up): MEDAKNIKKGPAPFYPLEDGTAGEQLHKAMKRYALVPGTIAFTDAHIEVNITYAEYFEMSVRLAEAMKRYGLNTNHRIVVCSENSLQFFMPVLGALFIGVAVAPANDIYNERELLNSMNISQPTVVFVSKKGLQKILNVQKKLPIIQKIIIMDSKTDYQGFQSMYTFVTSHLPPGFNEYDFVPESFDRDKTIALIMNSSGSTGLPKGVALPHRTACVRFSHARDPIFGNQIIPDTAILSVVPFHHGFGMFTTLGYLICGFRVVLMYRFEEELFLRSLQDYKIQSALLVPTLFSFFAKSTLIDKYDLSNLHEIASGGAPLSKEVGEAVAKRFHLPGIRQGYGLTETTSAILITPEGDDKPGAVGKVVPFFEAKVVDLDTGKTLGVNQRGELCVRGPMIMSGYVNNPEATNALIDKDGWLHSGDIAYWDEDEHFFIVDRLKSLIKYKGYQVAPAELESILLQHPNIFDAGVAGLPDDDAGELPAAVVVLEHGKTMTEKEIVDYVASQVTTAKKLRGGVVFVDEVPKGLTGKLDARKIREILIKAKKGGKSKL
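Purified P. pyralis luciferase (10nM final) with 10uM D-luciferin and 10uM ATP (Km levels) in 50mM Tris acetate pH 7.5, 10mM Mg acetate, 0.01% Tween-20, 0.05% BSA; qHTS 6-point titration, ~60 µM downward; luminescence read.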
PKM2 act: PKM2 (human) enzyme activation; P14618; purified PKM2, Kinase-Glo ATP luminescence, activation; response scale: 0% is enzyme alone, no compound; Potency, µM (series often up to 57.5 µM), for the others: top-dose activation, hits mostly activators; 260,000 tested, 0.34% active; AID 1631; note: potency is the fitted concentration of half-maximal effect; % is set by controls: 0 for no effect and ±100 for the full control effect; nearly all actives have a fitted effect of over 55% in size
Target sequence (P14618 whole entry, looked up): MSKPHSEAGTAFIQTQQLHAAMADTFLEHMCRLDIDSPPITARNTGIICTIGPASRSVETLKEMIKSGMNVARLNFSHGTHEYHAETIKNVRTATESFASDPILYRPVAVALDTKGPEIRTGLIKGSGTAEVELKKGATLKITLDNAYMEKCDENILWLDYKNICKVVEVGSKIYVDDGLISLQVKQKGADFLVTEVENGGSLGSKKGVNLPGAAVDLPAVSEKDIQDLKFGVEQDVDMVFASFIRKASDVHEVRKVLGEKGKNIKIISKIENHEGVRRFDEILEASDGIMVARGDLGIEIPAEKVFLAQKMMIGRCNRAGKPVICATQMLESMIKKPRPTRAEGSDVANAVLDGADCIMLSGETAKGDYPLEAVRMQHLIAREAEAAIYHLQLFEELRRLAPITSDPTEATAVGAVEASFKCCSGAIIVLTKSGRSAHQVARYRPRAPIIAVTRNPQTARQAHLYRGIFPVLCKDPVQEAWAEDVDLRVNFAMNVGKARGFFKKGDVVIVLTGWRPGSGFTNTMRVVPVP
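ATP formation by purified human PK-M2, quantified via coupled luciferase luminescence after 1 h at room temperature with 0.1 mM ADP and 0.5 mM PEP final.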
Rab9 promoter act: activators of Rab9 promoter; Potency, µM (highest dose often 9.22 µM), for the others: at the top dose activation, negative = inhibition, usual class: activators; 320,000 tested, 2.8% active; Huh7 Rab9 promoter-luciferase reporter, luminescence, 24 h; AID 485297; note: potency is the fitted concentration of half-maximal effect; % of control where 0% means no effect; nearly all actives have a fitted effect of over 60% in size
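Rab9 promoter-driven luciferase in stably transfected Huh7 cells; 1500 cells/well rested 2 h, exposed to compound in DMSO for 24 h at 37 °C, 5% CO2. Luminescence read 10 min after adding luciferase reagent at ambient temperature.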
BRCA1 expr act: BRCA1 expression activation. AID 624202. MCF7-BRCA1-FFLuc reporter, luminescence, 48 h; response scale: scaled: vehicle 0%, 10 µM genistein 100%. Potency, µM (doses to about 46.1 µM), without a hit: at the top dose activation, usual class: activators. 380,000 tested, 1.1% active; note: potency is the fitted concentration of half-maximal effect; nearly all actives have a fitted effect of over 80% in size; some results filed as inactive show a strong effect at the top dose
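Reporter cells (MCF7, BRCA1 promoter-firefly luciferase) received library compounds across a concentration series for 48 h. End-point luminescence was measured and concentration-effect curves derived after normalization.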
RORgamma inh: ROR gamma (mouse) transcription inhibition | Drosophila S2 Gal4-RORgamma UAS-luciferase reporter, 20 h | 310,000 tested, 5.4% active | AID 2551 | P51450 | Potency, µM (doses to about 53.6 µM), for the others: at the top dose activity change, negative = inhibition, most hits filed as inhibitors; note: potency is the fitted concentration of half-maximal effect; % is set by controls: 0 for no effect and ±100 for the full control effect; nearly all actives have a fitted effect of over 60% in size
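Schneider cells (Drosophila), stable Gal4 DBD–ROR gamma + UAS-luc; 1 hr cmpd preincubation; Cu2+ induction 700 uM final; 20 hr ambient; luminescence.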
p53 reactivator: re-activators of mutant p53. 320,000 tested, 0.063% active. H1299 p53-A138V BP100-luciferase reporter, luminescence, 24 h. Potency, µM (doses to about 92.2 µM), without a hit: at the highest dose activity change, positive = activation, most hits filed as activators; note: potency is the fitted concentration of half-maximal effect; % of control where 0% means no effect; nearly all actives have a fitted effect of over 45% in size
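p53-null H1299 cells stably carrying temperature-sensitive p53-A138V and a BP100-luciferase reporter were pinned with compounds (4-point, 1:5 series) and held 24 hrs at 37 deg C. Luminescence was read 10 min after detection reagent.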
ELG1 genotox: genotoxicity induction in ELG1-luciferase HEK293T cells. Potency, µM (series often up to 46 µM), for inactives: top-dose activity change, positive = activation, usual class: activators. 330,000 tested, 1.3% active. HEK293T ELG1-luciferase reporter, luminescence, 16 h; note: potency is the fitted concentration of half-maximal effect; % of control where 0% means no effect; nearly all actives have a fitted effect of over 60% in size
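HEK293T cells expressing luciferase-tagged ELG1 were exposed to compound or DMSO vehicle for 16 hr at 37 °C and 5% CO2. Luciferase activity was then measured with ONE-Glo after 30 min at room temperature.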
VP16 counter: counter-screen for ROR gamma inhibitors: Gal4-VP16 reporter; Drosophila S2 Gal4-VP16 UAS-luciferase, luminescence, 20 h; Potency, µM (titrated, usually from 53.6 µM), for inactives: at the highest dose activity, negative = inhibition, actives largely listed as inhibitors; 310,000 tested, 3.5% active; AID 2546;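 note: Gal4-VP16 expression switched on by copper sulfate through the metallothionein promoter; potency is the fitted concentration of half-maximal effect; % is set by controls: 0 for no effect and ±100 for the full control effect; nearly all actives have a fitted effect of over 50% in size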
NPC1 promoter act: NPC1 promoter activation. Huh7 NPC1 promoter luciferase reporter, 24 h. 320,000 tested, 2.4% active. Potency, µM (top dose mostly 9.22 µM), for the others: at the top dose activation, actives largely listed as activators;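 note: potency is the fitted concentration of half-maximal effect; % of control where 0% means no effect; nearly all actives have a fitted effect of over 60% in size; reporter is driven by a mutant NPC1 promoter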
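Readout is luciferase luminescence, reflecting NPC1 promoter activation in stably transfected Huh7 cells after 24 h compound exposure at 37 °C in reduced-serum medium with 10% FBS.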
Menin-MLL TR inh: displaces Texas Red mutant MLL peptide from human menin; O00255; Menin + Texas Red MLL mutant peptide, fluorescence polarization; Potency, µM (series often up to 61.6 µM), for inactives: at the highest dose FP activity change, negative = inhibition, actives largely listed as inhibitors; 270,000 tested, 0.23% active; active = well fitted inhibition curve with a large enough effect in the polarisation, with a control signal flat, not every such curve was filed as active; inconclusive = small, poorly fitted or top-dose-only effect, or effect the other way, or a change in a side signal; inactive = no such curve, though single readings can be large or run the other way; the % refers to the polarisation; note: potency is the fitted concentration of half-maximal effect; % of control where 0% means no effect; many of its hits are not listed in these tables
Giardia killer: Giardia lamblia killing | Giardia lamblia trophozoite viability | activity change, % at 7.66 µM, hits read low | 340,000 tested, 0.15% active | AID 540267; in the data active = activity change below about -80%; inconclusive = between about -30% and that limit;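 note: parasites exposed to compound for two days anaerobically before the ATP read; % is set by controls: 0 for no effect and ±100 for the full control effect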
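Viability, read as ATP luminescence: trophozoites at 100 cells/well, compound added, 48 hrs anaerobic at 37 deg C, then 15-30 min room-temperature development before reading.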
* marks the source's active call; other numbers are inactive results; u = inconclusive; x = no result given; [ ] = remark or other dose. Unless noted, calls come from the whole dose curve; as a rule, active = well fitted curve in the direction sought with a large enough effect; inconclusive = small, poorly fitted or top-dose-only effect, or another doubt; inactive = no such curve, though single readings can be large; an effect the other way counts as inactive or inconclusive. These rows are one share of the data; count on the stated rates, not on these rows.

#	canonical_smiles	BRCA1 expr act	Menin-MLL TR inh	FLuc modulator	Giardia killer	Rab9 promoter act	PKM2 act
1	NC(=O)CSc1nnc(NC(=O)c2ccc3ccccc3c2)s1	-22%	x	2.4µM*	6	2.8µM*	x
2	O=C(COC(=O)/C=C/c1ccc([N+](=O)[O-])cc1)Nc1ccc2[nH]c(=O)[nH]c2c1	-25%	x	2%	-5	-3%	x
3	COC(=O)c1ccc(NC(=S)NCCc2ccc(OC)cc2)cc1	2%	-17%	-2%	-4	-7%	-9%
4	Cc1nnc(SCC(=O)N2CCN(c3ccccc3)CC2)n1-c1ccccc1	5%	-18%	1%	-11	3%	0%
5	CCOC(=O)c1sc(NC(=O)CSc2nccn2C)nc1C	76%	x	u	-8	u	-7%
6	C/C=C(/C)C(=O)OC1c2c(ccc3ccc(=O)oc23)OC(C)(C)C1OC(C)=O (centres undefined)	-16%	-3%	-3%	27	2%	6%
7	CCN(CC)CCN(C(=O)c1cc2ccccc2cc1OC)c1nc2ccc(OC)cc2s1	-35%	5%	-1%	-9	0%	0%
8	CCC1CCCCN1CCCNC(=O)c1csc2c1CCCCC2 (centres undefined)	-21%	x	1%	-3	-2%	x
9	O=C(CN(Cc1ccccc1F)C(=O)Cn1nnc(-c2cccs2)n1)NC1CCCCC1	-15%	21%	1%	14	-1%	-6%
10	O=S(=O)(CCc1nc2ccccc2s1)c1ccc(Cl)cc1	10%	-16%	2%	5	-4%	0%

#	ELG1 genotox	VP16 counter	p53 reactivator	NPC1 promoter act	RORgamma inh
1	u	x	u	3.2µM*	x
2	-2%	x	2%	1%	x
3	-8%	u	0%	-5%	7.9µM*
4	0%	2%	0%	-3%	19%
5	21µM*	-2%	u	u	-22%
6	-2%	-10%	-8%	-5%	38%
7	-5%	u	-7%	-2%	-7%
8	-4%	-1%	21%	1%	10%
9	5%	-1%[0.365 µM]	7%	-1%	10%
10	-1%	6%	-1%	-4%	5%

Continuation:
#	canonical_smiles	BRCA1 expr act	Menin-MLL TR inh	FLuc modulator	Giardia killer	Rab9 promoter act	PKM2 act
11	CCN1CCC(NC(=O)Nc2cc(Cl)ccc2OC)CC1	4%	0%	-1%	10	-4%	-10%
12	COc1ccccc1C(=O)c1cc2ccc(O)cc2oc1=O	25%	5%	-11%	10	-3%	-1%
13	Cc1c(NC(=O)Nc2ccc3c(c2)OCO3)c(=O)n(-c2ccccc2)n1C	6%	10%	0%	10	-5%	-13%
14	COc1ccc(C)cc1N(C(=O)COc1ccccc1)c1nc2ccccc2s1	-58%	-15%	-6%	6	11%	0%
15	Cc1ccnc(NC(c2ccsc2)c2ccc3ccc(C)nc3c2O)c1 (centres undefined)	-29%	-4%	-15%	-16	-9%	0%
16	CCn1c(SCC(=O)NC2CC2)nnc1-c1ccc(F)cc1	6%	x	-2%	2	20%	-1%
17	O=C(O)CCCCCCCCCC(=O)c1cccs1	2%	0%	u	u	-2%	18%
18	Cc1cc(Oc2ccc(-c3ccccc3)cc2)nc(N2CCOCC2)n1	-28%	-14%	-3%	-5	-3%	-1%
19	COc1ccc(OC)c(NC(=O)C2CCCN(S(=O)(=O)c3cccc4nonc34)C2)c1 (centres undefined)	-4%	9%	3%	6	2%	-1%
20	CSc1cccc(CN2CCC(CO)(Cc3ccccc3)CC2)c1	-8%	-24%	1%	u	1%	7%

#	ELG1 genotox	VP16 counter	p53 reactivator	NPC1 promoter act	RORgamma inh
11	-4%	-15%	-4%	-2%	1%
12	-2%	10%	6%	0%	20µM*
13	0%	x	-10%	-1%	4%[0.365 µM]
14	-2%	4%	7%	8%	-4%
15	3%	u	17%	-1%	5µM*
16	-1%	-11%	5%	-2%	-1%
17	-2%	3.5µM*	5%	-1%	10µM*
18	-9%	11%	2%	17%	u
19	-1%	-7%	-2%	-3%	-8%
20	-2%	-14%	2%	-3%	11%

Record cards (already shown). Order of screens: BRCA1 expr act	Menin-MLL TR inh	FLuc modulator	Giardia killer	Rab9 promoter act	PKM2 act	ELG1 genotox	VP16 counter	p53 reactivator	NPC1 promoter act	RORgamma inh
CSc1cccc(CN2CCC(CO)(Cc3ccccc3)CC2)c1 is listed as -8%	-24%	1%	u	1%	7%	-2%	-14%	2%	-3%	11%
COC(=O)c1ccc(NC(=S)NCCc2ccc(OC)cc2)cc1 is listed as 2%	-17%	-2%	-4	-7%	-9%	-8%	u	0%	-5%	7.9µM*
COc1ccc(C)cc1N(C(=O)COc1ccccc1)c1nc2ccccc2s1 is listed as -58%	-15%	-6%	6	11%	0%	-2%	4%	7%	8%	-4%
O=C(COC(=O)/C=C/c1ccc([N+](=O)[O-])cc1)Nc1ccc2[nH]c(=O)[nH]c2c1 is listed as -25%	x	2%	-5	-3%	x	-2%	x	2%	1%	x
CCOC(=O)c1sc(NC(=O)CSc2nccn2C)nc1C is listed as 76%	x	u	-8	u	-7%	21µM*	-2%	u	u	-22%

Next section.
#	canonical_smiles	BRCA1 expr act	Menin-MLL TR inh	FLuc modulator	Giardia killer	Rab9 promoter act	PKM2 act
21	O=C1ON=C(c2ccccc2)/C1=C/c1ccco1	0%	32%[activator]	u	22	2%	13%
22	Cc1ccc(C#N)c(SCCN2CCCCC2)n1	23%	-26%	0%	-15	3%	x
23	COc1ccccc1N1CCN(C2CC(=O)N(c3ccccc3)C2=O)CC1 (centres undefined)	-6%	-1%	-1%	30	1%	-3%
24	CCn1c(=O)n(CC)c2cc(NC(=O)c3ccccc3Cl)ccc21	-24%	1%	4%	63[activator]	4%	-12%
25	Cc1nc2nc(SCC(=O)NCCN3CCOCC3)nn2c(C)c1Cc1ccccc1	1%	-2%	-5%	29	3%	-8%
26	Cc1cc(C)nc(SCC(=O)Nc2ccc(Br)cn2)n1	-11%	2%	-2%	6	-12%	6%
27	CCC(C)NC(=O)c1ccccc1NC(=O)/C(=C/c1ccc(OC)cc1)c1ccccc1 (centres undefined)	-21%	-4%	1%	-6	0%	-2%
28	CCCc1ccc(-c2cc(C(=O)N/N=C/c3ccc([N+](=O)[O-])o3)c3ccccc3n2)cc1	-65%	u	0.15µM*	-94*	u	-3%
29	COc1ccccc1NC(=O)/C(=C\c1cccnc1)NC(=O)c1ccc(C)cc1	-22%	10%	-1%	7	2%	0%
30	O=C(Cn1c(=O)oc2cc(S(=O)(=O)N3CCCC3)ccc21)NC1CCCc2ccccc21 (centres undefined)	-32%	32µM*	3%	7	-1%	-1%

#	ELG1 genotox	VP16 counter	p53 reactivator	NPC1 promoter act	RORgamma inh
21	5%	0%	-2%	0%	8%
22	-1%	2%	0%	-2%	16%
23	1%	2%	u	-1%	-16%
24	u	x	x	2%	x
25	6%	6%	0%	2%	12%
26	0%	-1%	-8%	-1%	-2%
27	-12%	-14%	-10%	-2%	31%
28	u	8.9µM*	u	9%	7.1µM*
29	-5%	0%	-7%	2%	19%
30	-20%	3%	8%	2%	12%

Other entries.
#	canonical_smiles	BRCA1 expr act	Menin-MLL TR inh	FLuc modulator	Giardia killer	Rab9 promoter act	PKM2 act
31	Nn1c(C2CCC2)nc2ccccc2c1=O	45%	7%	-2%	-12	0%	2%
32	Cc1ccc(-c2csc3ncnc(SCC(=O)O)c23)cc1	-15%	x	-1%	3	-1%	-4%
33	CCN(c1ccccc1)S(=O)(=O)c1ccc(Cl)c(NC(=O)Nc2ccc(Cl)cc2C#N)c1	-75%	-3%	u	9	1%	3%
34	COc1ccc2c(c1)c(CC(=O)Nc1cccc(S(N)(=O)=O)c1)c(C)n2C(=O)c1ccc(Cl)cc1	-86%	x	0%	-14	0%	-1%
35	COc1cc(S(=O)(=O)Nc2cccc(C(=O)O)c2)c(OC)cc1Cl	0%	1%	-1%	-5	0%	-7%
36	Cn1cnc2cc(NCc3cccs3)ccc21	72%	-2%	-3%	-10	4%	0%
37	CC(C)(C)NS(=O)(=O)c1ccc(NC(=O)CS(=O)(=O)Cc2ccccc2)cc1	6%	x	4%	-11	-2%	-3%

#	ELG1 genotox	VP16 counter	p53 reactivator	NPC1 promoter act	RORgamma inh
31	4%	-1%	x	-5%	-25%
32	-6%	4%	-6%	1%	3%
33	-3%	3%	u	-1%	36%
34	-17%	-13%	2%	1%	26%
35	3%	5%	2%	-38%[inhibitor]	13%
36	u	3%[10 µM]	20%	19%	5%
37	-2%	0%	7%	-4%	23%
